Assay outcomes deposited in PubChem BioAssay by several laboratories.
MsrA inhibitor = bovine MsrA enzyme inhibitors, primary screen, biochemical, absorbance, HTS. purified bovine MsrA, absorbance read-out. inhibition, % at 15.5 µM. 360,000 compounds, 0.75% hits. AID 651718, 2012; in the data active = inhibition above about 4.5%;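 also: 0% = vehicle wells with enzyme and 100% = reference inhibitor wells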
NRP1-CendR mod = modulators of CendR peptide binding to NRP-1, primary screen, biochemical, fluorescence polarization, uHTS | AID 602438, 2012 | FAM-RPARPAR peptide binding to NRP-1 | Neuropilin-1 (Homo sapiens), O14786 | 360,000 compounds, 0.85% hits | inhibition, % at 25 µM;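 active = inhibition or corrected inhibition above about 18%, plus a signal ratio from 0.5 to 1.5, limit read from the data, passing the limit was not always enough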; also: strong numbers were not always called active
SKN-1 block = suppressors of acrylamide-induced Pgst-4::GFP reporter in worms, primary screen, SKN-1 inhibitor project, whole organism, uHTS, GFP/RFP fluorescence ratio, strain VP596; C. elegans VP596 Pgst-4::GFP/RFP ratio, 24 h; inhibition, % at 21.8 µM; AID 624304, 2012; 360,000 compounds, 0.49% hits;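 active = interference check ratio from 0.5 to 1.5 plus GFP to RFP signal ratio inhibition reaching or exceeding a fixed threshold, cut at about 30% in these data, passing the limit was not always enough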; also: some compounds called inactive have numbers as strong as hits
bovine MsrA act = bovine MsrA enzyme activators, primary screen, biochemical, absorbance, HTS. Methionine sulfoxide reductase A (Bos taurus). purified bovine MsrA, absorbance read-out. activation, % at 10.6 µM. 360,000 compounds, 0.3% hits. AID 602163, 2012; in the data active = activation above about 7.5%;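 also: 0% = vehicle and 100% = reference activator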
eLon inh = inhibitors of E. coli Lon protease, primary screen, biochemical, fluorescence polarization. P0A9M0. purified E. coli Lon protease. AID 602123, 2011. inhibition, % at 7.94 µM. 360,000 compounds, 0.42% hits; in the data active = inhibition above about 13%, passing the limit was not always enough;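 also: 0% = enzyme with probe and DMSO and 100% = no enzyme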
Target sequence (P0A9M0 whole entry, looked up): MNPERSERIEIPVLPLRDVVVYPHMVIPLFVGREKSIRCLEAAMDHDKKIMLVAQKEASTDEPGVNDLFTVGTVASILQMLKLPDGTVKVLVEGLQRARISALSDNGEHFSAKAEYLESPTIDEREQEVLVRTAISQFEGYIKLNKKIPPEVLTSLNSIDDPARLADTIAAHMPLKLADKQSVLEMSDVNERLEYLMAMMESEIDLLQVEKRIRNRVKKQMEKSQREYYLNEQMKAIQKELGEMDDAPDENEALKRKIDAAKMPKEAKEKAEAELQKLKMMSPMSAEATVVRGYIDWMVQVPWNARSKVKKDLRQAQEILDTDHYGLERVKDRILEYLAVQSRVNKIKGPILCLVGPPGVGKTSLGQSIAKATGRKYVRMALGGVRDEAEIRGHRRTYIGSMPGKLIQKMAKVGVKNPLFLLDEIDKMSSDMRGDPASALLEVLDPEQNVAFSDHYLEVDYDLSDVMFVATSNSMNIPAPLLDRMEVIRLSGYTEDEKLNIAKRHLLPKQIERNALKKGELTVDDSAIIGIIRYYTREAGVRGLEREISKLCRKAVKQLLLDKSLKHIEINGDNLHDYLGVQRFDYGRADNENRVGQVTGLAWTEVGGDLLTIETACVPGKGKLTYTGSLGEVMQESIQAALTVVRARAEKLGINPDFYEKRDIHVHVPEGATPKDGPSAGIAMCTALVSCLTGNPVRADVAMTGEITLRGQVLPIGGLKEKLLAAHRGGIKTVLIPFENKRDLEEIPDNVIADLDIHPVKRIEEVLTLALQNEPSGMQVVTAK
FAS-TE inh = FAS thioesterase domain inhibitors, primary screen, biochemical, fluorescence intensity, uHTS; recombinant FAS-TE, OMFH fluorogenic substrate, fluorescence endpoint; AID 602261, 2012; Fatty acid synthase (Homo sapiens), P49327; inhibition, % at 15 µM; 360,000 compounds, 0.67% hits;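 active = compounds whose normalised, plate-corrected inhibition of enzyme fluorescence in the single-dose primary screen is 50% or more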;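 also: 0% = DMSO with enzyme and 100% = substrate without enzyme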
TbMetRS inhib = T. brucei MetRS inhibitors, primary screen, biochemical, luminescence. methionyl-tRNA synthetase (Trypanosoma brucei brucei). purified T. brucei MetRS, ATP depletion, Kinase-Glo luminescence. inhibition, % at 11.9 µM. 360,000 compounds, 0.4% hits. AID 624268, 2012;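 active = inhibition above a per-plate cutoff of the control wells' mean inhibition plus 3 SD, cut at about 5.5% in these data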;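 also: 0% = DMSO wells median and 100% = median of wells with control inhibitor compound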
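Test system – parasite MetRS enzyme · Reagent – substrates ATP, L-methionine and bulk Escherichia coli tRNA · Doses – 11.9 µM compound single dose, 0.9% DMSO · Times – 15 min enzyme-compound preincubation, 2 h reaction, 10 min detection, 25 °C · Signal – Kinase-Glo luminescence, ATP depletion format · Controls – DMSO-only wells as low control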
MT1-MMP act inh = blockers of MT1-MMP proenzyme processing, primary screen, HT1080 RFP-PRO-GFP cells, GFP/RFP fluorescence | Matrix metalloproteinase-14 (Homo sapiens), P50281 | GFP/RFP ratio fluorescence, overnight; percent of plate control window, DMSO zero | GFP/RFP ratio change, % at 20 µM | 360,000 compounds, 0.061% hits | AID 651647, 2012;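 active = GFP/RFP ratio change of at least 30% with cell ATP level not reduced by more than half and red fluorescence within 50% of control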; also: strong numbers were not always called active
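Assay system – RFP-PRO-GFP reporter HT1080 cells · Compound dosing – single dose of 20 µM compound, 1% DMSO final · Incubation – overnight compound exposure at 37 °C · Measure – GFP/RFP fluorescence ratio · Benchmarks – DMSO wells and RFP-L50D-GFP cells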
MLLE-PAM2 inh = inhibitors of PABP1 MLLE–PAM2 peptide binding, primary screen, biochemical, fluorescence polarization, FITC-PAM2, GST-MLLE | Polyadenylate-binding protein 1 (Homo sapiens), P11940 | inhibition, % at 20 µM | 360,000 compounds, 0.36% hits; in the data active = inhibition above about 35%, passing the limit was not always enough;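 also: plate controls were DMSO wells with GST-MLLE for no effect and wells lacking GST-MLLE protein for full effect; some results filed as inactive read as strong as hits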
* = called active by the depositor; . = not tested or not shown.

SMILES | MsrA inhibitor | NRP1-CendR mod | SKN-1 block | bovine MsrA act | eLon inh | FAS-TE inh | TbMetRS inhib | MT1-MMP act inh | MLLE-PAM2 inh
CCOc1ccc(-c2nc(C#N)c(NC3CC3)o2)cc1 | . | -2.4 | 26.8 | 2.7 | -4.9 | -1.2 | 0.3 | 4.2 | 4.9
COc1ccccc1C1=NN(C(=O)c2ccccc2)C(c2ccc(Br)cc2)C1 (stereo not drawn) | 0.6 | -7.1 | 9.8 | -0.3 | -2.2 | 22.3 | -0.6 | 1.6 | 7.4
O=C(CSc1nc2ccc(Cl)cc2[nH]1)NC1CCCc2ccccc21 (stereo not drawn) | -0.8 | -7.0 | 1.4 | -4.0 | -2.2 | 1.0 | 4.2 | -8.7 | -59.1
Cn1cc(S(=O)(=O)N2CCOCC2)cc1C(=O)Nc1cccc(Cl)c1 | -0.1 | -0.2 | -17.4 | -1.4 | 0.1 | 3.6 | -0.4 | 1.9 | -8.0
C=CCOC(=O)Cn1cnc2c(sc3nc(C)cc(C)c32)c1=O | 0.1 | -0.8 | 0.4 | -2.1 | -4.9 | 1.7 | 0.2 | 1.9 | -17.2
O=C(O)COc1ccc(-c2nccc(-c3ccccn3)n2)cc1 | 1.4 | 2.0 | -4.4 | 5.1 | -0.1 | -3.1 | 1.3 | 5.5 | 4.7
CCCCOc1c(Br)cc(CNCCCN2CCOCC2)cc1OC | 0.2 | -3.0 | -2.4 | -0.8 | -4.0 | -3.1 | -0.2 | 8.7 | -0.4
COc1cccc(/C=N/NC(=O)C(=O)Nc2ccccc2OC(F)(F)C(F)F)c1 | -0.4 | -8.5 | 0.2 | -2.9 | -7.3 | -4.7 | -0.3 | -1.0 | -24.0
O=C(COC(=O)c1cccc(Cl)c1)Nc1cccc(S(=O)(=O)NC2=NCCC2)c1 | 0.0 | 4.2 | 3.3 | -1.7 | -6.0 | -6.7 | -0.2 | 4.5 | 13.0
CC1CC(C)(C)NC(=S)N1CCCC(=O)Nc1ccc2c(c1)OCCO2 (stereo not drawn) | -0.4 | -10.6 | 9.0 | -2.4 | 0.9 | -4.3 | -1.1 | -6.5 | -41.3
C[C@@H]1CN(C2CCN(Cc3nc(C(c4ccccc4)c4ccccc4)no3)CC2)C[C@H](C)O1 | -0.1 | -13.4 | -12.3 | -8.0 | 2.4 | -4.8 | -0.7 | -2.1 | 10.8
C/C(=N/OCC(=O)Nc1ccccc1)c1cccs1 | 0.0 | 5.4 | -1.3 | -5.2 | -6.0 | -5.7 | -1.6 | -4.3 | -6.3
O=C1N=C(N2CCN(Cc3ccccc3)CC2)S/C1=C/c1cccs1 | 3.1 | 9.7 | 8.4 | -2.9 | 4.6 | 5.0 | -0.1 | -0.4 | 8.5
CCn1c(=O)c2c(nc3n2CC(C)CN3CCc2ccccc2)n(C)c1=O (stereo not drawn) | -1.3 | -2.3 | 3.2 | 0.2 | -4.6 | 2.5 | -0.7 | 3.2 | -22.0
O=C(O)c1ccc(S(=O)(=O)N2CCSCC2)cc1 | -1.1 | -0.3 | -18.5 | -2.4 | -1.9 | -4.9 | -0.1 | -4.4 | -1.6
Cc1cccc(C)c1NC(=O)CN(C)CCc1ccccc1 | -0.4 | -2.2 | 6.7 | -1.6 | 1.3 | -7.0 | 0.1 | 0.3 | 1.2
CCOc1ccc2c(c1)c1nnc(SCC(=O)N3CCCCC3C)nc1n2C (stereo not drawn) | 0.9 | 3.2 | -7.8 | -10.2 | -2.7 | -1.5 | -0.6 | 7.0 | -7.3
CCN(CC)CCNC(=O)c1cc2cc3ccc(OC)cc3nc2o1 | 1.3 | 8.3 | 10.6 | -4.0 | -7.3 | -5.6 | -1.2 | 1.2 | -2.5
CCOC(=O)C1=C(c2ccccc2)OC(N)=C(C#N)C1c1ccco1 (stereo not drawn) | 6.3* | -3.7 | -6.8 | -4.3 | -4.2 | -12.4 | -0.5 | 0.5 | -0.1
C(=N\N1CCOCC1)/c1ccsc1 | -1.0 | 8.2 | 5.2 | -6.5 | 0.7 | 2.1 | -1.8 | -2.3 | 10.8
C[C@H]1Cn2cnc(C(=O)N[C@@H](Cc3c[nH]c4ccccc34)C(=O)OC(C)(C)C)c2C(=O)N1 | -0.6 | -3.0 | -6.6 | 3.8 | 10.4 | 0.3 | 0.5 | 1.4 | -13.4
COc1cccc(/C=N/NC(=O)CNC(=O)c2ccc3c(c2)OCCO3)c1O | 0.5 | 2.5 | 2.9 | -0.8 | -2.0 | -2.4 | 0.0 | 2.9 | 12.0
COc1ccc(N2CCN(C(=O)CCc3c[nH]c4ccccc34)CC2)cc1 | 0.0 | -7.1 | -0.3 | 0.4 | -10.1 | 1.1 | 0.1 | 0.0 | -3.7
c1ccc2cc(CNCc3cccc4ccccc34)ccc2c1 | -1.0 | -0.3 | 5.9 | -1.8 | -5.4 | 31.3 | -0.4 | 0.0 | 15.3
O=C(O)/C=C/C(=O)Nc1ccc(OC(F)(F)Cl)cc1 | 0.3 | 4.6 | 12.1 | 0.0 | -1.1 | 0.9 | -0.2 | -1.0 | 0.1
Cn1c(N)c(C(=O)COC(=O)c2ccc(OC(F)F)cc2)c(=O)n(C)c1=O | -1.2 | -0.4 | 10.3 | -3.9 | -7.6 | 1.2 | -0.4 | 3.8 | 2.9
C[C@H]1CN([C@@H](C)CO)C(=O)c2cccc(NC(=O)C3CC3)c2O[C@H]1CN(C)Cc1ccc(C(F)(F)F)cc1 | 0.1 | 7.1 | 9.7 | -1.5 | 1.1 | -4.0 | -0.1 | 3.8 | 5.4
O=C(/C=C\c1ccco1)Nc1nc(-c2ccc3ccccc3c2)cs1 | 2.5 | -1.2 | 38.9* | -13.5 | -4.7 | 17.6 | -1.3 | -11.2 | -2.1
O=C(CSc1nnnn1-c1ccccc1)N1CCN(C(=O)c2ccco2)CC1 | 0.3 | 14.7 | 5.5 | -0.7 | 4.6 | -6.2 | 0.7 | -0.9 | -3.8
COc1nc(N/N=C/c2ccc(C)cc2)nc(N2CCCCC2)n1 | 0.7 | 3.9 | 0.3 | -3.8 | -0.7 | -4.2 | -0.4 | -0.9 | 6.2
COc1cccc(C2C(C#N)=C(N)Oc3c2oc(CO)cc3=O)c1 (stereo not drawn) | 2.3 | -15.7 | -12.1 | -0.7 | -4.8 | -9.2 | 0.3 | -3.0 | 6.0
CCN(CC)CCCNC(=O)c1cc2c(=O)[nH]c3ccc(C)cc3c2s1 | 0.0 | -11.0 | 4.1 | 0.6 | 7.2 | 1.0 | -0.3 | 3.8 | 7.4
CC(NC(=O)CCc1nnc(CCCc2ccccc2)o1)c1ccccc1 (stereo not drawn) | 1.0 | -6.2 | 1.5 | -6.0 | -14.5 | -5.1 | -0.8 | 2.0 | -2.8
Cc1ccsc1/C=N/n1c(C2CCCCC2)n[nH]c1=S | 10.8* | 4.7 | -3.9 | -4.1 | -0.9 | -5.6 | -0.5 | 1.5 | -49.2
CC(=O)Nc1ccc(NC(=O)C(C)N(C)CC(=O)Nc2ccccc2Br)cc1 (stereo not drawn) | -0.5 | 3.0 | 2.8 | -4.3 | 1.2 | -7.0 | -0.7 | 0.2 | 12.8
O=C(CSC(=S)N1CCOCC1)c1cc2ccccc2oc1=O | . | -0.5 | -11.3 | -9.7 | -5.0 | -6.8 | -1.2 | 4.5 | 36.3
CCOC(=O)CNC(=O)CSc1ncnc2c1cnn2-c1ccc(Cl)cc1 | 0.0 | -6.7 | 7.7 | -10.8 | -12.4 | -7.2 | -1.4 | -6.5 | -2.5
O=C(CC1CCCCC1)OCn1nnc2ccccc2c1=O | -1.1 | 0.6 | -33.4 | -10.2 | 4.6 | 15.6 | -0.9 | -4.7 | 1.6
O=C(CCc1ccc(O)c(O)c1)N/N=C/c1cc2c(cc1[N+](=O)[O-])OCO2 | 0.9 | 3.5 | 4.4 | -5.7 | 5.2 | 0.1 | 0.0 | -0.5 | 15.4
CC1(C(=O)NS(=O)(=O)c2ccc(Cl)cc2)CCN1C(=O)CCc1cccs1 (stereo not drawn) | -0.5 | 0.3 | -5.3 | 1.1 | -5.2 | 3.0 | -0.1 | 3.0 | -9.6
CC1CCN(C(=O)c2ncn3c2c(=O)[nH]c2ccc(Br)cc23)CC1 | 0.2 | -7.3 | 8.7 | -2.5 | -8.8 | -6.6 | 3.6 | 3.0 | 4.9
CCOc1ccc(/C=N/NC(=O)c2c(C)n(C)c3ccc(OC)cc23)cc1 | 1.9 | -2.6 | 7.5 | -4.7 | -9.3 | -4.4 | 0.2 | 3.6 | 11.3
Cc1cc(C(=O)COC(=O)c2ccc[nH]c2=O)c(C)n1-c1ccc(F)cc1 | 1.8 | 5.0 | 5.6 | -2.6 | 3.3 | -6.7 | -0.1 | 2.5 | -0.1
O=C(OCc1cn(-c2ccc(Cl)c(Cl)c2)nn1)c1ccccc1 | 0.4 | -8.7 | 14.5 | -2.0 | 3.4 | 28.6 | 0.0 | 0.5 | 7.1
Cc1cccc(C)c1OCc1cc(C(=O)N2CCCCCCC2)no1 | -0.4 | 1.2 | 0.8 | -4.1 | 7.9 | 14.4 | -0.6 | 1.3 | 0.5
O=C(N/N=C/c1cccnc1)c1ccc([N+](=O)[O-])cc1 | 2.0 | 7.7 | -6.1 | 0.0 | 9.2 | 0.7 | 0.0 | 7.0 | 19.9
S=c1[nH]nc(-c2ccc(Cl)cc2)n1CCCN1CCOCC1 | -0.7 | 9.9 | 1.4 | -3.0 | 0.4 | -7.3 | -0.7 | 2.1 | -34.4
COc1ccc(C)cc1NC(=O)CN1CCN(S(=O)(=O)c2ccc(C(C)C)cc2)CC1 | -1.5 | 11.8 | -3.2 | -2.7 | -4.6 | 24.7 | 0.0 | -16.7 | 4.0
Cc1cccc(-n2c(SCC(=O)N3CCCC3)nc3n[nH]c(C)c3c2=N)c1 | 0.1 | 3.0 | 3.7 | -2.8 | 4.7 | -3.3 | 0.1 | 13.9 | 1.9
CCc1cc(C(=O)NCC(C)(C)N2CCOCC2)sc1C | -0.1 | -3.3 | 12.7 | -1.2 | -3.9 | -6.9 | -0.3 | 1.2 | 1.6

SKN-1 block, entries above that show a hit
| Structure | MsrA inhibitor | NRP1-CendR mod | SKN-1 block | bovine MsrA act | eLon inh | TbMetRS inhib | MT1-MMP act inh | MLLE-PAM2 inh |
| --- | --- | --- | --- | --- | --- | --- | --- | --- |
| O=C(/C=C\c1ccco1)Nc1nc(-c2ccc3ccccc3c2)cs1 | 2.5 | -1.2 | 38.9* | -13.5 | -4.7 | -1.3 | -11.2 | -2.1 |
